# Screening data: PubChem, National Center for Advancing Translational Sciences (NCATS)
# DRD3 antagonist = qHTS of D3 Dopamine Receptor Antagonist: qHTS; AID 652054, 2013; 360,000 compounds, 2.5% hits; max response, negative = inhibition, %; D3R cells, DiscoveRx beta-arrestin luminescence, antagonist mode; hits give low values; in the data active = max response below about -50%; inconclusive = no clear call, values can overlap the other calls; also: % is scaled to controls: 0 for no effect and ±100 for the full control effect; mostly tested at two doses, the higher about 12 µM
# Target sequence (P35462 whole entry, looked up): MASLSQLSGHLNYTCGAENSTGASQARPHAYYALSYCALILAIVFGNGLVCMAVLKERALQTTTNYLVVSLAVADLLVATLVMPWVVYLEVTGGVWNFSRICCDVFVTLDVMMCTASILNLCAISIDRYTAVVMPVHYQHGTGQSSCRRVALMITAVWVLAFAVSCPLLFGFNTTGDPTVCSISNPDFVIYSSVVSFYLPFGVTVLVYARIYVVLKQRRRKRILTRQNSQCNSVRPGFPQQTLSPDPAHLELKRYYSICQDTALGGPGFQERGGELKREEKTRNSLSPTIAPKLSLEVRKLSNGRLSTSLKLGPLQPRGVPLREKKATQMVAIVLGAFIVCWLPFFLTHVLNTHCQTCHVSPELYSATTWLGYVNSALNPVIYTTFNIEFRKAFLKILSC
#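 Cells plated overnight at 1500 cells/well, then exposed to library compounds with dopamine controls for 90 minutes at 37 degrees C. DiscoveRx reagent added for 30–60 minutes at room temperature; luminescence read, quantitative HTS format.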
# FUS suppressor = qHTS for Suppressors of FUS Proteinopathy: Primary screen using FUS-linked yeast assay; S. cerevisiae FUS-expressing, growth rescue, OD600, 24 h; Potency, µM (top dose mostly 76.6 µM), for the others: at the highest dose growth rescue (activation), hits mostly activators; 390,000 compounds, 0.24% hits;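 also: potency is read from the fitted curve at half-maximal effect; plate controls were DMSO vehicle for no effect and reference control for full effect; nearly all actives have a fitted effect of over 55% in size; some results filed as inactive show a strong effect at the top dose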
#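 Compound concentration series was pinned onto galactose-induced FUS-expressing yeast seeded at OD 0.005. Plates sat 24hr at 30C; absorbance at 600 nm gave growth. DMSO served as background control.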
# EPAC2 antagonist = qHTS for Antagonist of cAMP-regulated guanine nucleotide exchange factor 2 (EPAC2): primary screen. Rap guanine nucleotide exchange factor 4 (Homo sapiens), Q8WZA2. EPAC2 GEF exchange of Rap1B-BODIPY-GDP, fluorescence. Potency, µM (series often up to 114 µM), for the others: at the highest dose activity, negative = inhibition, usual class: inhibitors. 360,000 compounds, 0.18% hits. AID 720708, 2013; also: potency is read from the fitted curve at half-maximal effect; % is scaled to controls: 0 for no effect and ±100 for the full control effect; nearly all actives have a fitted effect of over 45% in size; many of its hits are not listed in these tables
# D3 ag = qHTS of D3 Dopamine Receptor Agonist: qHTS; D(3) dopamine receptor (Homo sapiens), P35462; D3R DiscoveRx beta-arrestin cells, luminescence, 90 min; max activation, %; 410,000 compounds, 0.58% hits; in the data active = max activation above about 30%; also: 0% is about no effect; mostly tested at two doses, the higher about 12 µM
#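 Agonist mode: compounds and dopamine controls were applied to plated cells for 90 min at 37 degrees C after an overnight attachment at 1500 cells/well. Luminescent read-out followed 30 - 60 minutes at room temperature with DiscoveRx detection reagent.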
# Abeta rescue = qHTS for compounds that reverse cellular toxicity of Amyloid beta (A-beta) peptide in yeast: Primary Screen | Potency, µM (top dose mostly 46.1 µM), for the others: at the top dose growth rescue, usual class: activators | 410,000 compounds, 0.063% hits | yeast expressing A-beta42, growth rescue, OD600, 48 h; response scale: 0% DMSO, 100% iron-clioquinol control; also: potency is read from the fitted curve at half-maximal effect; nearly all actives have a fitted effect of over 55% in size
#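 Yeast growth medium received pinned compounds, then yeast cells expressing toxic A-beta were added; plates incubated at 30 C for 48 hr. Growth read as absorbance at 600 nm, normalized to DMSO and equimolar FeCl3 plus clioquinol controls.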
# TDP-43 yeast inh = qHTS of TDP-43 Inhibitors. TDP-43 expressing yeast growth rescue, BacTiter-Glo, 24 h. Potency, µM (series often up to 46.1 µM), for inactives: at the top dose growth rescue (activation), hits mostly activators. 410,000 compounds, 1.8% hits; also: potency is read from the fitted curve at half-maximal effect; % of control where 0% means no effect; nearly all actives have a fitted effect of over 50% in size
#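 Galactose-induced TDP-43 yeast, OD600=0.02, compound pinned; 24 hr, 30 deg C; BacTiter-Glo luminescence for growth. Inhibitors of TDP-43 toxicity read as activators.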
# EPAC2 agonist = qHTS for Agonist of cAMP-regulated guanine nucleotide exchange factor 4 (EPAC2): primary screen. Rap guanine nucleotide exchange factor 4 (Homo sapiens), Q8WZA2. EPAC2 activation, biochemical qHTS; response scale: 100% = 6.5 mM cAMP response. Potency, µM (titrated, usually from 154 µM), inactives show top-dose activation, actives largely listed as activators. 360,000 compounds, 0.079% hits. AID 720711, 2013; also: potency is read from the fitted curve at half-maximal effect; nearly all actives have a fitted effect of over 50% in size
#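 Setup: EPAC2 100 nM, labeled Rap1B complex 250 nM, free GDP 50 uM. Compound titrations pinned in, brief spin, 5 min room temperature incubation. Kinetic fluorescence read over 30 min, normalized to 6.5 mM cAMP.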
# aSyn rescue = qHTS of alpha-syn Inhibitors; Potency, µM (series often up to 46.1 µM), without a hit: at the highest dose growth rescue (activation), actives largely listed as activators; AID 652106, 2013; Yeast expressing alpha-synuclein, growth rescue, BacTiter-Glo, 24 h; 370,000 compounds, 0.14% hits; also: potency is read from the fitted curve at half-maximal effect; % of control where 0% means no effect; nearly all actives have a fitted effect of over 65% in size
#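 Rescue of yeast growth: cells expressing toxic alpha-synuclein, induced in galactose at OD600 0.02, incubated with compound 24 h at 30 C. ATP luminescence quantified growth; inhibitors of toxicity appear as activators.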
# * marks the source's active call; other numbers are inactive results; ? = inconclusive; . = no result given; & = joins results of further samples; [ ] = another dose, or the depositor's remark. Unless noted, calls follow the shape of the dose curve; as a rule, active = well fitted curve in the direction sought with a large enough effect; inconclusive = small, poorly fitted or top-dose-only effect, or another doubt; inactive = no such curve, though single readings can be large; an effect the other way counts as inactive or inconclusive. A portion of the library, so the mix of outcomes need not match the whole.
Structure,DRD3 antagonist,FUS suppressor,EPAC2 antagonist,D3 ag,Abeta rescue,TDP-43 yeast inh,EPAC2 agonist,aSyn rescue
O=C(NCc1ccncc1)C(=O)N/N=C/c1ccc(OCc2ccccc2)cc1,-12.4,6.8%,-10.7%,1.1,3.0%,-4.0%,7.2%,-15.6%
CCn1cc(C(=O)NCc2ccc3c(c2)OCO3)c(=O)c2cc(F)c(N3CCN(C(=O)c4ccco4)CC3)cc21,35.9,38.5%,-7.8%,2.5,9.9%,26.0%,-0.9%,?
COC(=O)Cc1nc(Nc2ccccc2)sc1C,2.8,-6.3%,4.8%,14.6,-32.5%[inhibitor],11.9%,-3.5%,-25.1%
O=C(NCCS(=O)(=O)N1CCC2(CC1)OCCO2)c1ccccc1,-8.1,7.6%,-11.4%,4.7,-7.6%,9.7%,3.2%,-2.3%
O=[N+]([O-])c1ccc(/C=N/Nc2nc(NCc3ccccc3)nc(N3CCOCC3)n2)cc1,9.0,5.7%,3.6%,0.2,-10.9%,-3.8%,5.2%,0.1%
CC(=O)NC(c1ccccc1)c1nc(-c2ccc(C)c(C)c2)cs1 (stereo unspecified),1.9,-5.2%,-23.2%,-5.9,-7.6%,20µM*,9.3%,-7.7%
Cc1ccc(Cl)cc1N(C)C(=O)c1cc2ccc3cccnc3c2[nH]1,.,?,.,-5.2,-37.6%[inhibitor],25.1µM*,.,.
COCCCNC(=O)CSc1nc(-c2ccccc2)[nH]c1-c1ccc(C)cc1,.,-9.5%,.,-16.0,8.6%,-0.5%,.,.
O=C(c1ccc(Sc2cccc(Cl)c2)c([N+](=O)[O-])c1)N1CCN(c2ccccn2)CC1,4.1,46.2%,-6.2%,-7.0,5.01µM*,22.4µM*,5.8%,?
CCn1c(SCC(=O)Nc2nc(-c3ccc(C)cc3)cs2)nnc1-c1ccccc1,-22.0,27.2%,8.8%,-3.7,-17.6%,-2.9%,1.5%,-12.4%
N#Cc1ccc(N2Cc3ccccc3C2=NC(=O)c2cccnc2Cl)cc1,-17.7,.,-4.8%,-13.0,-11.3%,8.1%,12.6%,11.6%
COc1ccc(NC(=O)CCCNC(=O)c2ccc(Cl)cc2)c(OC)c1,-10.9,8.8%,0.5%,-5.3,-3.1%,-0.8%,12.8%,0.1%
COc1ccc(NC(=O)C(c2ccc(C)cc2)N(C)C(=O)CNC(C)=O)cc1 (stereo unspecified),8.2,25.9%,2.7%,2.7,15.7%,0.0%,8.0%,3.0%
Cc1ccc(NC(=O)c2ccc(OC(=O)COc3cccc(Cl)c3)cc2)cc1,6.6,2.3%,3.9%,-1.9,7.3%,12.8%,4.0%,2.6%
COc1ccc(S(=O)(=O)N2CCC(C(=O)NCCCc3ccccc3)CC2)cc1,6.2,-4.1%,-13.2%,9.9,-28.4%,7.9%,-3.3%,8.6%
COc1ccc(OC)c(NS(=O)(=O)c2ccc(Br)s2)c1,.,-4.2%,.,-7.0,26.5%,22.4µM*,.,.
CCc1nnc(NC(=O)CSc2nc(-c3ccccc3)c(-c3ccccc3)o2)s1,4.4,-6.5%,-0.2%,11.7,12.9%,1.7%,-3.1%,0.8%
CCOC(=O)C1CCN(C(=O)COC(=O)c2oc3ccc(OC)cc3c2C)CC1,-2.3,19.2%,-5.1%,2.5,-7.1%,?,3.8%,-1.1%
O=C(Cn1c(=O)cnc2ccccc21)NC1CCC(O)CC1 (stereo unspecified),6.9,-4.6%,13.3%,-1.3,-2.6%,-12.3%,4.6%,-1.2%
CSCCC(NS(=O)(=O)c1ccc2c(c1)c(=O)n(C)c(=O)n2C)C(=O)NC1CCN(Cc2ccccc2)CC1 (stereo unspecified),-13.2,13.7%,3.9%,-4.9,-8.6%,0.5%,-5.8%,0.8%
CCOc1cc(/C=C2/C(=O)NN(c3cccc(Cl)c3)C2=O)ccc1O,-9.6,13.9%,5.8%,2.8,12.5%,-19.9%[1.82 µM],1.8%,7.9%
Cn1ncc(Cl)c1C(=O)N1CCc2ccccc21,11.7,42.3%,13.1%,-8.2,6.5%,-6.3%,5.6%,0.0%
COc1ccccc1CNC(=O)C1Cc2cc(S(=O)(=O)N3CCCC3)ccc2N1C(C)=O (stereo unspecified),-15.5,?,4.4%,-2.5,-16.8%,0.0%,-2.5%,2.6%
Cc1ccc2c(c1)N(C(=O)N1CCC(C(=O)NCCc3ccccc3)CC1)CC(C)O2 (stereo unspecified),.,6.7%,.,-6.2,?,25.4%,.,.
Cc1ccc(N2C(=O)C3C4CC(=O)C(c5ccccc54)C3C2=O)cc1 (stereo unspecified),-2.1,-0.5%,-2.9%,-3.3,19.6%,-7.3%,-3.6%,6.2%

# Reprinted from the results shown for reference:
Structure,DRD3 antagonist,FUS suppressor,EPAC2 antagonist,D3 ag,Abeta rescue,TDP-43 yeast inh,EPAC2 agonist,aSyn rescue
O=C(NCc1ccncc1)C(=O)N/N=C/c1ccc(OCc2ccccc2)cc1,-12.4,6.8%,-10.7%,1.1,3.0%,-4.0%,7.2%,-15.6%
CCn1cc(C(=O)NCc2ccc3c(c2)OCO3)c(=O)c2cc(F)c(N3CCN(C(=O)c4ccco4)CC3)cc21,35.9,38.5%,-7.8%,2.5,9.9%,26.0%,-0.9%,?

# Other compounds follow:
Structure,DRD3 antagonist,FUS suppressor,EPAC2 antagonist,D3 ag,Abeta rescue,TDP-43 yeast inh,EPAC2 agonist,aSyn rescue
Cc1ccc(-c2nnc(SCC(=O)N3CC(C)CC(C)C3)o2)cc1C (stereo unspecified),-3.6,?,-18.9%,2.5,1.1%,?,19.0%,?
COc1ccc(CN(C)c2ccc(-c3nc(C)no3)cc2[N+](=O)[O-])cc1,.,27.6%,.,-17.5,-21.8%,9.7%,.,.
O=C(O)c1cc2cc(Cl)ccc2[nH]1,1.4,-22.2%,-14.8%,-18.7,-28.7%,?,9.1%,-5.2%
O=[N+]([O-])c1ccccc1S(=O)(=O)NCc1cccnc1,-19.3,-0.4%,-0.6%,3.9,-4.9%,-1.9%,19.9%,-3.8%&-9.4%
O=C(NC(Cc1ccccc1)C(=O)O)/C(=C\c1ccc(Cl)cc1)NC(=O)c1ccccc1 (stereo unspecified),4.1,11.1%,7.1%,-0.1,0.3%,-4.8%,4.2%,4.3%
Cc1ccc(Nc2nc(Cl)nc(NC(C)(C)C)n2)cc1,64.6,13.4%,-28.5%,-3.1,-43.3%[inhibitor],?,11.1%,6.8%
COC(=O)Nc1ccc(S(=O)(=O)N2CCC(C)CC2)cc1,5.5,22.8%,-0.7%,6.0,0.3%,-7.8%,9.2%,3.9%
Cc1ccc2c(c1)C(=O)C(=O)N2Cc1ccc(OCCC(C)C)cc1,.,14.5%,.,-18.3,-46.7%[inhibitor],5.6%,.,.
CCCn1c(COc2ccccc2)nc2ccccc21,9.2,-3.5%,-23.7%,28.1,32.8%,?,5.0%,10.5%
COc1cc(C(=O)COC(=O)c2ccc([N+](=O)[O-])o2)cc(OC)c1OC,-24.6,.,0.8%,-16.8,-27.5%,?,-5.0%,1.2%
COC(=O)C1=C(C(=O)OC)[C@@H]2Nc3ccccc3[C@@]23C[C@@H](C(=O)OC)N(C(=O)c2ccco2)C3=N1,21.6,-17.7%,?,-3.7,-4.3%,10.6%,-4.4%,0.9%
CCNC(=O)NCCc1c[nH]c2ccc(Cl)cc12,-4.5,16.7%,-2.6%,6.6,3.6%,22.2%,0.6%,-3.7%
N/C(=N\OC(=O)c1cccc(C(F)(F)F)c1)c1cnccn1,-15.7,1.2%,4.8%,-5.0,-9.3%,8.3%,5.9%,-1.3%
COc1ccc(-c2nc3ccccc3[nH]2)cc1,-16.1,-10.9%,7.2%,-2.4,-71.0%[inhibitor],-61.2%[inhibitor],6.5%,-65.7%[inhibitor]
CSCCC(NC(N)=O)C(=O)NCC1CCCCC1 (stereo unspecified),-18.4,5.7%,-5.6%,-12.3,1.1%,-3.3%,0.9%,-1.0%
COCCn1c(SCC(=O)NCc2ccco2)nnc1-c1c[nH]c2ccccc12,9.8,-17.5%,-4.5%,-1.2,6.5%,-0.2%,-5.2%,2.8%
CCCC(=O)Nc1sc(C(=O)Nc2cccc(N)c2)c(C)c1C(=O)OC,3.9,?,-4.6%,8.2,6.4%,21.9%,-6.1%,3.2%
CN1C(=O)C(O)(CC(=O)/C=C/c2ccco2)c2ccccc21 (stereo unspecified),7.4,17.3%,-9.7%,-4.4,-10.4%,-32.1%[inhibitor],1.9%,-0.9%
COc1cccc(-c2cc(C(=O)NC3CCCCC3)no2)c1,-19.3,-8.5%,2.5%,0.3,0.8%,7.0%,-1.0%,-0.4%
O=C(CSc1ccccc1)Nc1ccc2c(c1)C(=O)NC2=O,-2.5,-21.2%,-2.9%,-1.0,4.3%,9.0%,5.4%,8.1%
CCN(CCCNc1ncnc2nc[nH]c12)c1cccc(C)c1,21.4,-13.6%,-24.3%,3.3,-6.1%,11.1%,5.3%,0.1%
C#CCOc1ccc(C2C3=C(CC(C)(C)CC3=O)N(CC(=O)O)C3=C2C(=O)CC(C)(C)C3)cc1,9.6,21.7%,-4.3%,6.4,6.2%,5.5%,10.0%,16.8%
COc1ccc(NC(=O)CN2CCc3ccccc3C2)cc1OC,-7.9,12.8%,5.3%,-12.0,-3.9%,-7.5%,1.0%,2.9%
COc1ccc(OCC(=O)N2N=C(C(F)F)CC2(O)C(F)F)cc1 (stereo unspecified),-1.8,5.3%,-12.2%,-1.8,1.6%,-2.3%,2.7%,0.8%
O=C(COc1ccccc1F)OCC(=O)N1CCc2ccccc21,2.7,-9.7%,-4.2%,8.8,21.1%,-15.4%,15.4%,-0.1%
CN(C)CCn1c(NC(=O)c2ccc(Cl)cc2)nc2ccccc21,-57.2*,10.8%,14.1%,-24.2,-6.4%,-11.3%,3.1%,-8.5%
c1ccc(-c2csc(Nc3ccc4c(c3)OCO4)n2)cc1,12.0,-10.2%,-4.7%,7.3,-18.1%,14.1µM*,23.4%,-1.3%
